High-throughput results as filed in PubChem.
rCAG binder: binders of r(CAG) RNA repeats, primary screen, biochemical, fluorescence; r(CAG) RNA repeat, TO-PRO-1 dye displacement fluorescence; inhibition, % at 3 µM; 370,000 compounds, 1.3% hits;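 active = inhibition above the plate cutoff, the mean of all test compounds on that plate plus 3 SD, cut at about 35% in these data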;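 also: 0% = DMSO alone and 100% = 100 µM mitoxantrone as full dye displacement; higher means more dye released from RNA so lower well fluorescence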
mABHD4 FP: ABHD4 inhibitors, primary screen, biochemical, fluorescence polarization, mouse | (Lyso)-N-acylphosphatidylethanolamine lipase (Mus musculus), Q8VD66 | purified mABHD4, FP-Rh probe fluorescence polarization | inhibition, % at 8.92 µM | 370,000 compounds, 0.54% hits;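 active = inhibition exceeding the mean over every tested compound plus 3 SD, cut at about 30% in these data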;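 also: 0% = plate median of compound wells and 100% = S159A mutant with DMSO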
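Assay system: wild-type mouse ABHD4 protein; compound: single nominal dose of 8.92 µM, 0.89% DMSO final; schedule: 45 min + 60 min at 25 °C; measured by: FP readout, ex 525 nm / em 598 nm; evaluation: % inhibition of FP-Rh probe binding versus controls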
NPR2 activator: human GC-B receptor activators, primary screen, HEK293 GC-B cells, cGMP TR-FRET, EC30 CNP | Atrial natriuretic peptide receptor 2 (Homo sapiens), P20594 | 0% at EC30 CNP, 100% saturating CNP | activation, % at 10 µM | 370,000 compounds, 0.11% hits | AID 1920062, 2024;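 active = activation at 10 µM reaching about 35% in either raw or pattern-adjusted values, limit read from the data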
Target sequence (P20594 whole entry, looked up): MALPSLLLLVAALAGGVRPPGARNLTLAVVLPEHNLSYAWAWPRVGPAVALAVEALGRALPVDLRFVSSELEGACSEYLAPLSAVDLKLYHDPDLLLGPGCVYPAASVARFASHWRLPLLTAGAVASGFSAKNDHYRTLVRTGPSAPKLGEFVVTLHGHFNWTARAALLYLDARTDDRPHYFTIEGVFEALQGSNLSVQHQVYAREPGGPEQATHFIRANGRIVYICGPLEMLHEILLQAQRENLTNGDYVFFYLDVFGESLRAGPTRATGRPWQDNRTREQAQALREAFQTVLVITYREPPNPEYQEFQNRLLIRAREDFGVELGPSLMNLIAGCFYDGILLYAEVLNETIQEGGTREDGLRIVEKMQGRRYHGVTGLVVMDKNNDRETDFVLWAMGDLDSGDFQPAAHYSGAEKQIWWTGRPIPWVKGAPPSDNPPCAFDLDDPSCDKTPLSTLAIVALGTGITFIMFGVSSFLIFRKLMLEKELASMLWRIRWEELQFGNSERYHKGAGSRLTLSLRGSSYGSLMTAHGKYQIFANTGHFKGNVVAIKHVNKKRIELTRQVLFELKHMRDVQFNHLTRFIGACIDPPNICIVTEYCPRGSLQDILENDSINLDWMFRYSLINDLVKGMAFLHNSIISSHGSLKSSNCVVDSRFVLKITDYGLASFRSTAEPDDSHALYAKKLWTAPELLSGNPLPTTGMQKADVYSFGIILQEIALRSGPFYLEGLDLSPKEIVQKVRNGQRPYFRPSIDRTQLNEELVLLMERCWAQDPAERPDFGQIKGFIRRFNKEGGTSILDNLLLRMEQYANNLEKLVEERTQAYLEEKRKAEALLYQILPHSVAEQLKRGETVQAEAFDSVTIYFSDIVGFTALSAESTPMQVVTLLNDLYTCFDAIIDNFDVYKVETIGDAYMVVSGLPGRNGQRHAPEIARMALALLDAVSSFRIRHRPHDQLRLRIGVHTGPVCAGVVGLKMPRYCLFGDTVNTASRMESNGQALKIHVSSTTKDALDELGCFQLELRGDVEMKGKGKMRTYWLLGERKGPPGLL
HTRA1 inhibitor: HTRA1 serine protease inhibitors, primary screen, biochemical, fluorescence polarization, HTS | Q92743 | recombinant HTRA1, FP-rhodamine activity-based probe | inhibition, % at 5.96 µM | 340,000 compounds, 0.5% hits; in the data active = inhibition above about 36%;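 also: 0% = enzyme with DMSO and 100% = wells lacking enzyme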
SIAE inh: human SIAE inhibitors, primary screen, biochemical, fluorescence polarization, FP-Rh probe, 1536-well HTS; Sialate O-acetylesterase (Homo sapiens), Q9HAT2; SIAE FP-Rh probe binding; inhibition, % at 9.66 µM; 370,000 compounds, 0.69% hits;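 active = inhibition above a cutoff: mean of compounds within the control limits plus 3 SD of those, cut at about 17% in these data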;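 also: 0% = plate median of compound wells and 100% = probe without SIAE protein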
NPR1 activator: GC-A stimulated cGMP production enhancers – HEK293 GC-A cells, cGMP TR-FRET, EC30 ANP, primary screen | 0% at EC30 ANP, 100% saturating ANP | Atrial natriuretic peptide receptor 1 (Homo sapiens), P16066 | AID 1671463, 2021 | 370,000 compounds, 0.14% hits | activation, % at 10 µM; in the data active = activation above about 40%
TCR CD3 inh: inhibitors of human TCR-CD3 interaction, primary screen, biochemical, fluorescence, TAMRA-labeled TCR probe; 360,000 compounds, 0.37% hits; AID 651800, 2012; T-cell receptor (TCR); inhibition, % at 9.4 µM; in the data active = inhibition above about 19%;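 also: recombinant mutant TCR 2C K166C tagged with TAMRA read by polarization; 0% = receptor in buffer alone and 100% = receptor with positive control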
PRMT1 inh: PRMT1 methyltransferase inhibitors, primary screen, biochemical, fluorescence polarization; recombinant PRMT1, activity-based probe fluorescence polarization; 370,000 compounds, 1.3% hits; inhibition, % at 2.79 µM;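 active = inhibition above about 21% made by adding two undisclosed values, limit read from the data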
MBD2 inh: inhibitors of MBD2 binding to methylated DNA, primary screen, biochemical, TR-FRET, DNA-binding domain, human. inhibition, % at 4.4 µM. MBD2 binding to methylated oligonucleotide. Methyl-CpG-binding domain protein 2 (Homo sapiens), Q9UBB5. AID 686964, 2013. 370,000 compounds, 0.31% hits; in the data active = inhibition above about 13%
UHRF1 MBD2 ctr: UHRF1 methylated DNA binding inhibitors, primary screen, counter-screen for MBD2 inhibitor project, biochemical, TR-FRET, human UHRF1, single concentration; UHRF1 binding to methylated oligo; inhibition, % at 4.4 µM; 370,000 compounds, 0.75% hits; AID 687016, 2013; in the data active = inhibition above about 21%;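 also: UHRF1 SRA domain binding a hemimethylated CpG hairpin DNA probe; 0% = median of test compound wells and 100% = reference inhibitor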
* = called active by the depositor; . = no result given. Some of the compounds tested; rates above refer to the full screens.

canonical_smiles,NPR2 activator,NPR1 activator,SIAE inh,PRMT1 inh,HTRA1 inhibitor,TCR CD3 inh,mABHD4 FP,rCAG binder,UHRF1 MBD2 ctr,MBD2 inh
C[C@@H]1COc2cc(NCCCN3CCOCC3)ccc2S(=O)(=O)N1,0.0,1.4,1.6,-3.4,.,2.9,-3.0,1.2,17.6,4.1
O=C(CCC(=O)c1ccccc1)NCCc1c[nH]c2ccccc12,-4.1,-3.6,0.6,-3.5,2.5,1.1,0.7,-6.3,-3.2,-1.0
CCNc1ccc(C(=O)Nc2ccc3nc(C)sc3c2)cc1[N+](=O)[O-],-1.8,2.4,-2.2,-1.2,-3.1,2.8,6.6,2.8,0.2,-2.8
COc1cc2c(cc1OC)C(C(=O)N1CCCC1)C(c1ccccc1F)N(C)C2=O (centres undefined),-10.2,-16.3,1.8,2.5,4.3,3.2,0.2,-5.7,1.7,-6.1
Cc1ccc(NC(=O)N2CCC(NC(=O)c3ccccc3C)CC2)cc1,3.8,-6.5,-2.2,-1.3,-2.5,5.9,2.6,-5.0,-2.0,-3.4
Cc1c(CC(=O)NCC(=O)NCC(=O)O)c(=O)oc2c(C)c3oc4c(c3cc12)CCCC4,2.4,4.7,-11.2,1.8,1.5,-1.0,-1.4,27.1,1.4,-0.1
O=S(=O)(c1ccc(Cl)c(C(F)(F)F)c1)N1CCN(CC(O)COc2ccccc2F)CC1 (centres undefined),-3.0,-11.5,12.0,-3.7,-10.0,-8.7,-2.8,-4.0,1.4,-0.3
CCOc1ccc(C(=O)COC(=O)c2nn(CC)c(=O)c3ccccc23)cc1,3.3,1.9,-10.0,3.8,-1.7,-8.5,-2.5,5.6,-1.6,3.8
O=[N+]([O-])c1ccc(C2CCCC/C2=N/OCc2ccccc2F)c([N+](=O)[O-])c1 (centres undefined),-5.1,-9.8,-1.3,-0.8,-17.9,-1.3,2.0,-1.3,0.8,-3.4
CCOC(=O)c1cccc(NC(=O)CSc2nc3ccccc3c(=O)n2CCOC)c1,7.1,3.0,-10.3,-1.5,-0.8,-4.6,-3.2,-3.5,0.3,-0.6
COc1ccccc1-n1c(Cc2cccc3ccccc23)nnc1SCC(=O)O,2.2,-1.0,-1.3,-5.9,.,4.5,6.4,15.4,-0.3,-1.9
COc1ccc(C(=O)O/N=C(/C)c2cccs2)cc1,2.4,7.0,1.0,-0.1,-11.0,1.4,8.5,-1.9,0.3,1.4
CCCc1[nH]nc2c1C(c1ccc(OC(=O)c3ccco3)cc1)C(C#N)=C(N)O2 (centres undefined),-2.0,-4.1,1.8,-0.5,1.1,4.4,-0.7,3.3,-5.3,-1.1
Cc1cccc(CCN(CC(=O)NC(C)(C)C)C(=O)c2csnn2)c1,-0.3,3.0,-2.5,-0.2,-2.0,3.2,3.2,-2.6,-0.2,-1.1
CC(Oc1ccccc1)C(=O)Nc1ccc(S(=O)(=O)N2CCCC2)cc1 (centres undefined),0.8,-1.6,-3.7,4.7,-0.2,-5.9,-11.7,2.0,7.2,8.4
Cc1nc(N2CCN(Cc3ccccc3)CC2)nc2c1C(=O)CCC2,4.3,-3.2,7.5,-0.8,7.4,4.6,3.7,-4.3,0.8,1.5
O=C(c1ccccc1)c1nn(-c2cccc(Cl)c2)c2nc(-c3ccccc3)cc(=O)n12,3.9,1.6,7.8,-0.6,4.4,-0.1,-2.0,-0.6,0.3,-3.4
Cc1cc(NCCCn2ccnc2)n2nc(-c3ccc(F)cc3)cc2n1,-4.2,-0.8,-9.4,-7.8,-4.7,3.8,1.8,-7.1,0.5,2.0
CC(C)(C)c1ccc(C(=O)Nc2ccccc2NC(=O)c2ccco2)cc1,-1.2,-3.0,-5.1,0.1,-42.0,-0.7,-20.0,-2.8,-1.0,1.5
O=C1CC/C=C\C[C@@H](CC(=O)N(CCO)Cc2ccccc2)C(=O)NCCO1,1.8,0.7,1.3,0.5,-3.0,0.7,0.5,-0.3,-0.6,0.8
CC1(C)OC2OC(C3COC(=O)O3)C(OC(=O)c3ccccc3)C2O1 (centres undefined),-3.2,2.6,1.4,0.1,5.3,-1.1,0.3,-1.6,-0.2,3.8
O=C(NCCS(=O)(=O)N1CCN(c2ccccc2)CC1)C1CC(=O)N(c2ccccc2)C1 (centres undefined),2.8,1.4,3.4,-3.4,2.1,3.1,5.8,3.3,14.9,4.1
O=c1c2c3c(sc2nc(NCCO)n1Cc1ccco1)CCCCC3,1.1,2.2,4.8,-0.2,10.7,-0.8,-3.2,-2.5,1.4,-0.1
c1ccc2c(c1)CCCN2Cc1nnnn1CC1CCCO1 (centres undefined),1.1,-3.4,14.1,20.2,3.3,7.5,1.6,-4.5,-1.9,-3.4
COc1ccc(C)cc1N(CC(=O)NC1CCCC1)C(=O)CCC(=O)Nc1nc(C)cs1,-6.7,-1.1,5.8,-0.5,-2.6,4.9,1.6,-9.4,-2.6,-4.7
CCN1CNC(=S)N(C(C)c2ccccc2)C1 (centres undefined),8.6,4.3,-1.6,-0.3,1.2,-1.0,-2.1,-1.8,0.3,7.4
Cc1nn(Cc2c(Cl)cccc2Cl)c(C)c1NC(=O)/C=C/c1cnn(C)c1C,-1.4,2.2,7.2,-0.2,4.9,0.6,-4.9,-3.0,-1.8,-0.6
COc1ccc(C2CC3(CC(C)(C)NC(=S)N3)Oc3cc(O)cc(C)c32)cc1 (centres undefined),-0.8,-3.1,6.6,8.0,-6.7,6.6,1.7,0.6,-0.8,-6.4
COc1ccc(C(C(=O)NC(C)(C)C)N(C(=O)CCC(=O)Nc2cc(C)on2)c2ccccc2F)cc1 (centres undefined),-11.9,-18.3,-3.0,-3.9,-1.1,1.8,1.5,-8.3,0.5,-3.9
Cc1cc2oc(=O)cc(CN3CCN(Cc4ccccc4)CC3)c2cc1O,-11.2,-6.8,4.1,-3.1,3.2,-8.7,-4.9,1.6,0.2,-0.8
COc1ccc(OCCCN(C)Cc2ccccc2)cc1,-2.6,-3.6,3.3,-2.6,8.7,-1.9,14.9,-6.3,1.3,1.2
O=C(NCCO)C1(C(=O)C2CC2)CC(c2ccccc2C(F)(F)F)=NO1 (centres undefined),-2.7,0.9,-3.2,-0.2,.,.,2.6,3.3,-0.8,3.0
CCOc1cccc(-c2c(C(=O)N/N=C/c3ccncc3)nnn2-c2nonc2N)c1,-1.2,-2.0,8.6,-1.9,0.6,12.9,-6.0,0.4,-1.3,-2.2
Cc1ccc(N(C(=O)CCC(=O)Nc2cc(C)on2)C(C(=O)NC2CCCC2)c2ccncc2)cc1 (centres undefined),0.5,-0.6,-1.8,-3.7,-3.8,-3.5,-13.6,-1.8,2.1,-1.9
CCOc1ccc(N2CC(C(=O)NNC(=O)c3ccc(Br)cc3)CC2=O)cc1 (centres undefined),3.4,1.1,-0.2,-1.1,1.6,4.1,4.5,1.9,0.1,-0.6
CCOC(=O)C1CCN(C(=O)Cn2cc(C#N)c3ccccc32)CC1,-0.9,-3.8,-4.3,-3.6,0.0,1.5,-5.3,-4.1,0.0,-4.7
CN=C1S/C(=C\c2ccc(N3CCOCC3)cc2C)C(=O)N1C,1.6,-7.0,-1.2,-0.1,-1.9,-3.4,-2.9,1.4,1.6,-1.3
CCCCCn1nc(C(=O)N(CC)c2c(N)n(CCCC)c(=O)[nH]c2=O)c2ccccc2c1=O,3.2,1.8,-2.8,-2.2,-1.4,0.6,-0.7,-0.2,-0.9,2.4
COc1ccccc1CNC(=O)c1ccccc1NC(=O)C1=C(C)OCCS1,-0.2,-2.4,-1.0,-2.0,-1.8,7.2,5.4,-3.5,1.1,0.5
CCC(C)n1c(=S)[nH]c2c(sc3ccc([N+](=O)[O-])cc32)c1=O (centres undefined),8.7,6.6,5.4,-1.7,9.3,-2.9,-0.8,4.2,1.8,-1.6
COC(=O)[C@]12C[C@H](CC(=O)N3CCN(C(=O)c4ccco4)CC3)C(=O)N(Cc3ccco3)C1=C[C@H](COCc1ccccc1)O[C@@H]2C,-2.5,-0.1,0.9,-9.2,.,.,-0.6,4.1,-0.5,0.0
CCn1c(SCC(=O)c2ccc(OC)cc2)nnc1C1CC1,-0.3,0.8,-3.7,4.4,-1.0,1.6,-4.7,-1.5,3.0,0.5
COCCN(C(=O)C1=COCCO1)c1c(N)n(Cc2ccccc2)c(=O)[nH]c1=O,1.9,4.1,1.1,-0.8,0.7,7.4,-1.1,-3.6,-3.2,3.1
COC(=O)CSc1nc(NC(C)C)nc(N(C)C)n1,-2.0,-1.7,0.5,0.4,-4.3,5.4,-6.5,-1.5,0.1,-5.9
Cc1cc2c(ccc3[nH]onc32)n1,-0.5,-4.5,-4.8,1.7,7.8,3.4,-1.1,1.8,-1.4,-3.3
COCCn1c(NCc2ccco2)nc2c1c(=O)[nH]c(=O)n2C,0.2,0.5,-1.2,-2.4,6.2,-3.7,1.1,0.5,-0.1,2.6
CCCn1c(SCC(=O)NCc2ccc(OC)cc2)n[nH]c1=O,2.0,0.3,14.8,-2.7,2.0,2.9,2.5,1.4,-0.3,1.1
OCC[C@@H]1C[C@H](O)[C@@H](O)[C@@]2(OCc3ccc4ccccc4c32)O1,6.8,1.7,9.1,-1.1,.,-1.3,6.7,0.2,-2.0,0.2
COc1ccc(-c2cc(C(=O)N3CCCCCC3)c3ccccc3n2)c(OC)c1,6.7,2.0,-2.3,12.3,-11.8,-3.4,5.4,5.3,14.2,2.2
CC(C)OCCCNC(=S)N1CCC(C(=O)c2ccc(F)cc2)CC1,-4.6,0.8,-2.1,0.1,0.1,-2.5,0.7,2.9,-0.4,3.0

5 compounds picked at random from the list so far:
canonical_smiles,NPR2 activator,NPR1 activator,SIAE inh,PRMT1 inh,HTRA1 inhibitor,TCR CD3 inh,mABHD4 FP,rCAG binder,UHRF1 MBD2 ctr,MBD2 inh
CCC(C)n1c(=S)[nH]c2c(sc3ccc([N+](=O)[O-])cc32)c1=O (centres undefined),8.7,6.6,5.4,-1.7,9.3,-2.9,-0.8,4.2,1.8,-1.6
CCOC(=O)c1cccc(NC(=O)CSc2nc3ccccc3c(=O)n2CCOC)c1,7.1,3.0,-10.3,-1.5,-0.8,-4.6,-3.2,-3.5,0.3,-0.6
Cc1ccc(NC(=O)N2CCC(NC(=O)c3ccccc3C)CC2)cc1,3.8,-6.5,-2.2,-1.3,-2.5,5.9,2.6,-5.0,-2.0,-3.4
COc1ccc(-c2cc(C(=O)N3CCCCCC3)c3ccccc3n2)c(OC)c1,6.7,2.0,-2.3,12.3,-11.8,-3.4,5.4,5.3,14.2,2.2
Cc1nc(N2CCN(Cc3ccccc3)CC2)nc2c1C(=O)CCC2,4.3,-3.2,7.5,-0.8,7.4,4.6,3.7,-4.3,0.8,1.5
